Yeast superoxide – caloric restriction mimetics inhibiting age-related superoxide in yeast | AID 2690 | 0.18% of 330,000 active | S. cerevisiae aged cells, superoxide DHE fluorescence; active compounds read low | superoxide response (% of plate mean), % at 10 µM;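 active means superoxide response under a set limit, about three screen SD below normal, cut at about 65% in these data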;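 further: yeast aged for seven days with compound at 30 °C before DHE staining; 100% = average MFI of all compound-treated wells on the plate with controls excluded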
AHR act – human AHR activation. AID 2796. AHR-responsive luciferase reporter cells, luminescence. activation, % at 5 µM. P35869. 2.5% of 320,000 active; in the data active means activation above about 47%;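 further: 0% = vehicle wells and 100% = reference agonist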
procasp3 activ – procaspase-3 (human) activation; recombinant procaspase-3 D3A, Ac-DEVD-pNA absorbance 405 nm; activation, % at 8.5 µM; 0.11% of 330,000 active;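 active means activation above the mean of all tested compounds plus 3 SD, cut at about 21% in these data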;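 further: 0% = DMSO alone and 100% = DMSO wells spiked with extra 5 µM PC-3 D3A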
Target sequence (P42574 whole entry D9A/D28A/D175A): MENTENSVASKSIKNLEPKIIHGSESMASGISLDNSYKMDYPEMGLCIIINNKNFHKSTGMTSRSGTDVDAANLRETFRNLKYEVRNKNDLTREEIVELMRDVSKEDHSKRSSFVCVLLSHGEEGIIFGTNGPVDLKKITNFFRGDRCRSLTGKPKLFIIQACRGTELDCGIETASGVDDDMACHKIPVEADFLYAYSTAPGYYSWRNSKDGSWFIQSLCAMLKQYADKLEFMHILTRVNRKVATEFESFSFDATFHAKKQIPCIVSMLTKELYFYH
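Test system: Procaspase-3 D3A mutant; medium: Zinc-free HEPES/NaCl buffer with 0.01% Triton X-100 at pH 7.4; reagent: DEVD-pNA substrate; doses: one concentration, 8.5 µM nominal, 0.8% DMSO; times: 1 h preincubation plus 2 h reaction at 25 °C; signal: Epi-absorbance at 405 nm of released p-nitroaniline, 0 and 120 min; replicates: singlicate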
proCasp7 act – activates human procaspase-7, counter-screen for procaspase-3 activators; P55210; recombinant procaspase-7, Ac-DEVD-pNA absorbance 405 nm; D23A/D198A/D206A triple mutant, cannot self-cleave; scale: DMSO 0, 5 µM enzyme 100; activation, % at 8.5 µM; 0.093% of 330,000 active; AID 463210;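 active means percent activation above the screen-wide mean plus 3 SD, cut at about 25% in these data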
Target sequence (P55210 whole entry D23A/D198A/D206A): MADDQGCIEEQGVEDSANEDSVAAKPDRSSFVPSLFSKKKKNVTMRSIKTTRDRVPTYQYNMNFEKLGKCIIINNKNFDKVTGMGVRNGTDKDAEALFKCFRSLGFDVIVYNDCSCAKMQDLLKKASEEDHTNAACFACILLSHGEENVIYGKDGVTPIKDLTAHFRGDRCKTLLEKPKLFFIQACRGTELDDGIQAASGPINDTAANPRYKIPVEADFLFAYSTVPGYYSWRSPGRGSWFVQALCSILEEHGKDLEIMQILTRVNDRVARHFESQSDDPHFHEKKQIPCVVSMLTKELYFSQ
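Assay system: Uncleavable procaspase-7 mutant enzyme | Input: 2 µM procaspase-7 mutant as dispensed | Timing: 1 h compound preincubation, 2 h substrate cleavage, 25 °C | Repeats: One well per compound | Control set: DMSO wells as 0%, DMSO with 5 µM added PC-7 as 100% | Technique: Epi-absorbance of released pNA at 405 nm, two timepoints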
RPL19A-GFP yeast – modulators of TOR pathway RPL19A-GFP in S. cerevisiae. AID 2025. 0.3% of 330,000 active. percent response vs DMSO, % at 10 µM. S. cerevisiae RPL19A-GFP strain, flow cytometry, 3 h; active compounds read low;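 active means percent response vs DMSO below 50%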;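 further: median channel GFP fluorescence of the barcoded RPL19A-GFP strain; ratio of sample median GFP to plate DMSO average so 100% = DMSO; lower means less RPL19A-GFP as with rapamycin TOR inhibition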
LAP4 TOR yeast – modulators of TOR pathway LAP4-GFP in S. cerevisiae | S. cerevisiae LAP4-GFP multiplex, flow cytometry GFP, 3 h; median GFP as percent of DMSO wells | AID 2023 | GFP response vs DMSO, % at 10 µM | 0.34% of 320,000 active;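 active means GFP response vs DMSO above a set limit, about the screen mean plus 3 SD, cut at about 150% in these data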
MEP2-GFP yeast – yeast TOR pathway MEP2-GFP modulation. AID 2016. S. cerevisiae MEP2-GFP strain, flow cytometry GFP, 3 h; 100% = DMSO control level. GFP response vs DMSO, % at 10 µM. 0.51% of 330,000 active;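 active means GFP response versus DMSO above a set limit, roughly screen mean plus 3 SD, cut at about 180% in these data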;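 further: median GFP fluorescence of the barcode-gated MEP2-GFP cells per well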
GASC-1 inh – inhibitors of human GASC-1 (JMJD2C) demethylase; Q9H3R0; GST-JMJD2C(1-420) H3K9me3 demethylation, DELFIA europium; inhibition, % at 2.35 µM; 0.069% of 330,000 active; AID 2099;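 active means more than half of a compound's replicate wells show inhibition beyond 50%, single wells judged on their own value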;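 further: signal counts dimethyl H3K9 product captured on neutravidin plate; 0% = median of DMSO wells and 100% = 0.3 times that DMSO median; strong numbers were not always called active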
Target sequence (Q9H3R0 1-420 limits assumed): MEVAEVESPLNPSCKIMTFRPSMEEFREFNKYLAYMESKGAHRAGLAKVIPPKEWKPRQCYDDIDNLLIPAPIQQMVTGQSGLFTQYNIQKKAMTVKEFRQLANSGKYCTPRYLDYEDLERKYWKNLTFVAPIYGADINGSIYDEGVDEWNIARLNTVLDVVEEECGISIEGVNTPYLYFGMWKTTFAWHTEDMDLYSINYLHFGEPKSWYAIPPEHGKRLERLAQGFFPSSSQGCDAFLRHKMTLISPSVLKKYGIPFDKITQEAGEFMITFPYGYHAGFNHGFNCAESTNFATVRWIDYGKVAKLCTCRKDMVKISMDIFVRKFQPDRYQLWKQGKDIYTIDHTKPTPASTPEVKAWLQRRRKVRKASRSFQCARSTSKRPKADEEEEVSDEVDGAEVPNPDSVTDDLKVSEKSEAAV
* hit, by the source's call; . = no result given; [ ] = dose if it differs, or a comment.

SMILES	Yeast superoxide	AHR act	procasp3 activ	proCasp7 act	RPL19A-GFP yeast	LAP4 TOR yeast	MEP2-GFP yeast	GASC-1 inh
CCN(CC)C(=O)[C@H]1CC(CC(=O)NC/C=C(\C)CCC=C(C)C)C(=O)N2CCc3c([nH]c4ccccc34)[C@]12C (stereo partly specified)	103	0	-5	11	89	88	92	46
COC(=O)CNC(=O)C1(C)C=CCN1C(=O)c1ccccc1 (stereo unspecified)	.	4	0	11	.	.	.	0
Cc1ccc(C)c(NC(=S)/C(=C(\[O-])c2ccc(Cl)s2)[n+]2ccccc2)c1	109	15	-11	-1	100	101	100	63
CSC1=N/C(=C/c2cccnc2)C(=O)N1Cc1ccc(Cl)cc1	91	3	8	-20	101	101	102	16
COc1ccc(CCNC(=O)C2CCCN(C(=O)c3ccc(Cl)cc3)C2)cc1 (stereo unspecified)	102	0	0	3	102	93	104	4
CNC(=S)N/N=C/c1ccc(-c2cccc(C(=O)O)c2)o1	104	2	-6	-3	96	97	94	0
COc1ccc(C(=O)OCC(=O)N(C)C2CCS(=O)(=O)C2)cc1S(=O)(=O)N(C)Cc1ccccc1 (stereo unspecified)	117	1	7	1	97	105	99	-6
Clc1ccc(CSc2nnc3ccccn23)c(Cl)c1	98	-1	-7	11	99	94	102	-10
Cc1ccc(C(=O)Nc2ccc3c(c2)OCCO3)c(Cl)c1	99	-4	-9	13	107	95	107	10
CCn1cnc2cc(NCc3cccs3)ccc21	110	8	1	-7	98	103	105	-7
COc1cc(NC(=O)c2ccc3c(=O)n(Cc4ccco4)c(=S)[nH]c3c2)cc(OC)c1OC	99	3	-7	6	95	93	90	6
Cc1ccnc(NCc2ccccc2O)c1	89	-2	4	-4	103	95	111	-2
O=C(NNC(=O)NC1CCCCC1)NC1CCCCC1	97	2	-4	5	101	93	107	2
CN(Cc1ccc(C#CCCO)cc1)CC1CCCN(CCc2ccc(Cl)cc2)C1 (stereo unspecified)	118	0	1	-3	107	97	106	-2
Cn1nnnc1SCC(=O)NCc1cc([N+](=O)[O-])ccc1O	96	3	2	3	96	109	101	8
CCOc1ccccc1NC(=O)c1c(Br)cnn1C	93	59*	-4	7	96	106	90	-1
O=C(O)CCCC(=O)N1CCc2cc(S(=O)(=O)NCc3ccccc3)ccc21	113	1	-3	3	101	98	98	6
N=c1n(CCN2CCOCC2)c2ccccc2n1Cc1ccccc1Br	106	3	-3	4	102	96	97	-1
CC(C)OCC(O)CN (stereo unspecified)	124	0	-6	9	99	100	110	2
CCN(CC)C(=O)Oc1c(Cl)cc(Cl)c2cccnc12	91	4	3	2	104	95	100	16
COc1ccc(C)cc1S(=O)(=O)N(C)CC(=O)N1CCC(C(N)=O)CC1	85	1	9	1	92	99	99	-18
COc1cccc(-c2cc(C(=O)N3CCN(Cc4ccccc4)CC3)no2)c1	103	0	5	5	98	99	94	1
O=C(CCN1C(=O)/C(=C/c2ccccc2Cl)SC1=S)NC1C=CS(=O)(=O)C1 (stereo unspecified)	112	-1	-14	-17	97	98	102	29
CCCNC(=O)CSc1nc(-c2cccs2)cc(C(F)(F)F)n1	92	0	1	-2	98	108	99	-8
Cc1cc(/C=C(\C#N)C(=O)NC2CC2)c(C)[nH]1	105	58*	-3	-4	99	84	95	-5
CCCc1ccc2oc(C(=O)N3CCC(COC)C3)c(C)c2c1 (stereo unspecified)	104	18	-1	-2	94	89	98	-23
CC1CCCN(CCC(=O)Nc2ccccc2)C1 (stereo unspecified)	91	1	5	3	78[may fluoresce violet]	110[may fluoresce violet]	98[may fluoresce violet]	4
Cc1ccc(C)n1-c1nnc(N2CCC(C(=O)NCCCN3CC(C)CC(C)C3)CC2)s1 (stereo unspecified)	93	0	-1	-4	102	97	104	-12
CCc1cc2cc(C)ccc2nc1SCC(=O)N1CCN(C(=O)c2ccco2)CC1	109	5	-14	-11	95	107	110	-19
CC(C)C[C@H](CO)Nc1nc(Nc2cccc(Cl)c2)c2ncn(C(C)C)c2n1	96	19	-2	5	98	123	95	8
COc1ccccc1C(=O)NC(=O)CSc1nnc(SC)s1	111	0	4	9	100	111	101	10
CCOc1ccc(CCNC(=O)C2CCC(=O)N2C2CCCCC2)cc1OCC (stereo unspecified)	95	-1	6	7	97	93	104	-2
O=C(CC1C(=O)NCCN1Cc1ccccc1)NC1CCCCCC1 (stereo unspecified)	88	-1	3	10	100	99	102	-3
COc1cc(NC(=O)c2cccnc2Sc2ccc(Cl)cc2)cc(OC)c1OC	94	10	-1	3	100	118	100	-6
CCc1nnc(NC(=O)OCc2ccccc2)s1	113	7	-6	-1	120	79	99	0
CN(C)C(=S)NC(=O)C12CC3CC(C)(CC(C)(C3)C1)C2	89	-1	-3	-6	98	112	98	5

An excerpt of these results, as labelled records.
CCOc1ccc(CCNC(=O)C2CCC(=O)N2C2CCCCC2)cc1OCC (stereo unspecified)
  Yeast superoxide = 95	AHR act = -1	procasp3 activ = 6	proCasp7 act = 7	RPL19A-GFP yeast = 97	LAP4 TOR yeast = 93	MEP2-GFP yeast = 104	GASC-1 inh = -2
O=C(CC1C(=O)NCCN1Cc1ccccc1)NC1CCCCCC1 (stereo unspecified)
  Yeast superoxide = 88	AHR act = -1	procasp3 activ = 3	proCasp7 act = 10	RPL19A-GFP yeast = 100	LAP4 TOR yeast = 99	MEP2-GFP yeast = 102	GASC-1 inh = -3
COc1cc(NC(=O)c2cccnc2Sc2ccc(Cl)cc2)cc(OC)c1OC
  Yeast superoxide = 94	AHR act = 10	procasp3 activ = -1	proCasp7 act = 3	RPL19A-GFP yeast = 100	LAP4 TOR yeast = 118	MEP2-GFP yeast = 100	GASC-1 inh = -6

Next part.
SMILES	Yeast superoxide	AHR act	procasp3 activ	proCasp7 act	RPL19A-GFP yeast	LAP4 TOR yeast	MEP2-GFP yeast	GASC-1 inh
O=C(COC(=O)c1cncc(Br)c1)NCc1ccc(F)cc1	106	2	-1	5	102	98	100	9
O=C(CCN1CCN(c2ccccc2)CC1)NNC(=O)Cc1ccccc1Cl	107	0	0	-12	103	113	107	.
O=C(COc1ccccc1Cl)NC(=S)N1CCc2ccccc21	97	9	-6	-7	102	110	105	35
CCOc1ccc(-c2ccc(SCC(=O)NC3CCCCC3)nn2)cc1	118	1	-6	3	93	100	97	-2
CCOC(=O)Nc1ccc(C)cc1Br	101	-1	-2	9	102	102	108	28
O=C(CN1C(=O)c2cccc3cccc1c23)N1CCN(c2ccccc2)CC1	101	2	7	-5	95	96	98	6
COC(=O)/C=C/c1ccc(-n2cncn2)cc1	117	5	6	1	102	95	102	-1
CCCCNC(=O)C1c2cc(OC)c(OC)cc2C(=O)N(C)C1c1cccs1 (stereo unspecified)	104	3	-2	-1	97	99	101	1
COc1cc(NS(=O)(=O)c2ccc(NC(=S)NC(=O)c3ccccc3)cc2)nc(OC)n1	103	-1	10	-11	105	97	112	.
O=C(/C=C/c1ccccc1)OCN1C(=O)c2ccccc2C1=O	93	2	10	-3	102	98	102	1
CC(OC(=O)c1cccc(-n2cnnn2)c1)C(=O)Nc1cccc(Cl)c1 (stereo unspecified)	104	6	-6	0	102	104	106	-2
CNc1oc(-c2ccccc2Cl)nc1P(=O)(c1ccccc1)c1ccccc1	93	-2	-5	0	102	95	102	4
COc1ccc(Cc2nnc(NC(=O)c3ccc(OC)c(OC)c3)s2)cc1OC	96	19	8	-3	103	101	101	-12
Cc1ccc2nc(C)c(C)nc2c1N	92	19	3	0	101	110	116	15
O=C(CSc1nnc(N2CCOCC2)n1-c1cccc(F)c1)N1CCN(c2ccccn2)CC1	88	0	10	4	108	104	105	13
COC(=O)CSc1nnc(CNc2ccc(Cl)cc2)n1Cc1ccccc1	115	3	2	3	102	104	104	-4
CC(=O)OC1COC(OC2C(O)C(C)OC(OC3C(OC4CCC5(C)C(CCC6(C)C5CC=C5C7CC(C)(C)CCC7(C(=O)O)CCC56C)C4(C)CO)OCC(O)C3O)C2O)C(O)C1OC(C)=O (stereo unspecified)	133	1	12	1	97	103	102	2
CN(C(=O)CSc1nnc(-c2ccco2)n1N)C1CCCCC1	98	6	6	0	95	98	102	56
CC1CCN(C(=O)CCc2nnc(-c3ccccc3)o2)CC1	96	4	-3	5	95	94	96	-4
CCC(CC)COC(=O)C1=C(C)NC(=O)NC1c1cccc([N+](=O)[O-])c1 (stereo unspecified)	97	-3	0	2	87	75	103	0
O=C(O)CCC(=O)/C=C/c1ccccc1	101	4	2	5	94	101	97	-19
COc1ccc(S(=O)(=O)N(C)CC(=O)Nc2ccc3c(c2)OCCO3)cc1	97	1	5	1	101	98	100	-6
Cc1ccccc1NC(=O)Cn1nnc2sc3c(c2c1=O)CC(C)(C)OC3	106	-2	-18	9	96	103	93	0
CN(NC(=O)c1ccccc1)C1=NS(=O)(=O)c2ccccc21	91	-1	-4	4	94	101	100	-4
O=C(Cn1cnc2c(nnn2Cc2ccccc2)c1=O)c1ccc(Cl)cc1	87	1	1	-4	106	105	95	9
CCc1cc2c(=O)c(Oc3ccccc3F)c(C)oc2c(CN(C)C)c1O	121	2	1	6	90	82	93	2
COc1ccccc1N1CCN(C(=O)CCS(=O)(=O)c2ccc3c(c2)oc(=O)n3C)CC1	85	2	9	5	101	95	105	-6
O=C(c1ccccc1)c1ccc(Cn2cc(CCCO)nn2)cc1	101	1	4	-7	102	108	97	-7
NC(=O)C1(N2CCCCC2)CCN(S(=O)(=O)c2cc(Cl)ccc2Cl)CC1	95	5	0	4	101	101	100	1
NS(=O)(=O)c1ccc(NC(=O)/C(=C/c2ccncc2)NC(=O)c2ccccc2)cc1	107	-1	2	13	98	95	98	-7

Molecules above with an aryl thioether with sulfur outside any ring, in the order listed:
SMILES	Yeast superoxide	AHR act	procasp3 activ	proCasp7 act	RPL19A-GFP yeast	LAP4 TOR yeast	MEP2-GFP yeast	GASC-1 inh
Clc1ccc(CSc2nnc3ccccn23)c(Cl)c1	98	-1	-7	11	99	94	102	-10
Cn1nnnc1SCC(=O)NCc1cc([N+](=O)[O-])ccc1O	96	3	2	3	96	109	101	8
CCCNC(=O)CSc1nc(-c2cccs2)cc(C(F)(F)F)n1	92	0	1	-2	98	108	99	-8
CCc1cc2cc(C)ccc2nc1SCC(=O)N1CCN(C(=O)c2ccco2)CC1	109	5	-14	-11	95	107	110	-19
COc1ccccc1C(=O)NC(=O)CSc1nnc(SC)s1	111	0	4	9	100	111	101	10
COc1cc(NC(=O)c2cccnc2Sc2ccc(Cl)cc2)cc(OC)c1OC	94	10	-1	3	100	118	100	-6
CCOc1ccc(-c2ccc(SCC(=O)NC3CCCCC3)nn2)cc1	118	1	-6	3	93	100	97	-2
O=C(CSc1nnc(N2CCOCC2)n1-c1cccc(F)c1)N1CCN(c2ccccn2)CC1	88	0	10	4	108	104	105	13
COC(=O)CSc1nnc(CNc2ccc(Cl)cc2)n1Cc1ccccc1	115	3	2	3	102	104	104	-4
CN(C(=O)CSc1nnc(-c2ccco2)n1N)C1CCCCC1	98	6	6	0	95	98	102	56

Bioassay records from PubChem BioAssay.
